Runt-CBFb FRET: inhibitors of RUNX1 Runt–CBFb binding, primary screen, biochemical, FRET, Cerulean-Runt, Venus-CBFb, uHTS. inhibition, % at 20 µM. Runt-related transcription factor 1 (Homo sapiens) + Core-binding factor subunit beta …. 220,000 tested, 0.46% active. Cerulean-Runt/Venus-CBFb FRET ratio 530/480, 1 h;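 active = inhibition over about 50% at 20 µM in the single-dose screen, limit read from the data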;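 also: 0% = DMSO wells and 100% = excess unlabeled CBFb competitor control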
Target sequence (Q01196 whole entry, looked up): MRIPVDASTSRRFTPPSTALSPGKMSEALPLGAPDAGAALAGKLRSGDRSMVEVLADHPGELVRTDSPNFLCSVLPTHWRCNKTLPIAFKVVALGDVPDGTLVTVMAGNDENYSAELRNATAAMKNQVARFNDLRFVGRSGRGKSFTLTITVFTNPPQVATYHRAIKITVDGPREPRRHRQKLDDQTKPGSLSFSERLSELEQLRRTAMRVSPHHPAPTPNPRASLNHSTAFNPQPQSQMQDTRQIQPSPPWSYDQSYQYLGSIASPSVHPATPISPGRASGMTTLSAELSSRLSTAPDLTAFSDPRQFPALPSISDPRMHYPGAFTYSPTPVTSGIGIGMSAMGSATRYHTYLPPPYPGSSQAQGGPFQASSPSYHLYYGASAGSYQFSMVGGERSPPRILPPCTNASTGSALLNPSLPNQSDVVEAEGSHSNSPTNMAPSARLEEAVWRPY
Target sequence (Q13951 whole entry, looked up): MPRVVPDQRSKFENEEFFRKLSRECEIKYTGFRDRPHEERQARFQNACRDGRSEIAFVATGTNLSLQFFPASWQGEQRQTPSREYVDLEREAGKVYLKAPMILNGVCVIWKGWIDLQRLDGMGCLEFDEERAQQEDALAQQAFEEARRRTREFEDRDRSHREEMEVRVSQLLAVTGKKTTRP
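Assay system: Cerulean-tagged RUNX1 Runt domain (FRET donor) fusion protein / Amount: 100 nM each of Venus-CBFb and Cerulean-Runt domain / Medium: Tris buffer pH 7.5 with salts and BSA / Also added: Venus-CBFb 100 nM / Schedule: 1 h complex formation plus 1 h compound treatment, room temperature / Signal: FRET fluorescence / Read-out: loss of energy transfer signal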
Runt-SMMHC FRET: inhibitors of RUNX1 Runt–CBFb-SMMHC binding, primary screen, biochemical, FRET, Cerulean-Runt, Venus-CBFb-SMMHC, uHTS. Runt-related transcription factor 1 (Homo sapiens) + Core-binding factor subunit beta …. Cerulean-Runt/Venus-CBFb-SMMHC FRET ratio 530/480, 1 h. inhibition, % at 20 µM. 220,000 tested, 0.74% active;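 active = mean inhibition across duplicate retests at 20 µM reaching about 50%, limit read from the data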;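 also: 0% = DMSO wells and 100% = wells with excess untagged CBFb-SMMHC; inhibitors lower the FRET ratio by blocking Runt binding to CBFb-SMMHC; some results filed as inactive read as strong as hits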
Wee1 degr inh: Wee1 degradation inhibitors, primary screen, cell-based, HeLa, Wee1K328M-luciferase, luminescence | AID 1321, 2008 | Wee1-like protein kinase (Homo sapiens), P30291 | reporter increase, % at 5 µM | HeLa Luc-Wee1K328M stability; 100% = proteasome inhibitor MG132 effect | 220,000 tested, 1.2% active;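 active = activation above the mean of all tested compounds plus 3 SD, set per screening run, cut at about 8.8% in these data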;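 also: cells exposed to compound for 20 h before luminescence read; 0% = DMSO alone and 100% = MG132 at 30 µM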
FXIIa inh 1536: human FXIIa protease inhibitors, primary screen, biochemical, 1536-well; Coagulation factor XII (Homo sapiens), P00748; purified FXIIa, Boc-QGR-AMC fluorogenic substrate, 2 h; inhibition, % at 5 µM; 220,000 tested, 0.3% active; in the data active = inhibition above about 40%;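 also: 0% = enzyme with no compound and 100% = blank without enzyme; many of its hits are not listed in these tables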
FXIa inh: human FXIa protease inhibitors, primary screen, biochemical, 1536-well; Coagulation factor XI (Homo sapiens), P03951; 220,000 tested, 0.14% active; purified FXIa, Boc-Glu-Ala-Arg-AMC fluorogenic substrate; inhibition, % at 5 µM;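 active = inhibition of at least 40%; inactive = inhibition below 40%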;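 also: fluorescence of freed AMC excited at 355 nm; 0% = enzyme without compound and 100% = no enzyme blank; many of its hits are not listed in these tables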
14-3-3 Bad inh: inhibitors of 14-3-3 zeta/Bad binding, primary screen, biochemical, TR-FRET, bovine 14-3-3 zeta; 14-3-3 protein zeta/delta (Bos taurus), P63103; TR-FRET 14-3-3zeta/Dy647-pBad peptide displacement, 1 h; inhibition, % at 21.7 µM; 220,000 tested, 0.71% active;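 active = inhibition above about 70%, limit read from the data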;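 also: 0% = full 14-3-3 plus peptide FRET controls and 100% = background without 14-3-3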
Target sequence (P63103 whole entry, looked up): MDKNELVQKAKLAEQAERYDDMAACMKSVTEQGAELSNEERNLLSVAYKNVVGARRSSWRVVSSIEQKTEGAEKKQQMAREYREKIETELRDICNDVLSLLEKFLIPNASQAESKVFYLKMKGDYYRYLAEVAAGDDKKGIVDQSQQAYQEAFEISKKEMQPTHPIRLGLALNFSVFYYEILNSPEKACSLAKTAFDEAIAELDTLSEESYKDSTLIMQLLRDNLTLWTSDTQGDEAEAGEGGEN
Hck Nef HTS: inhibitors of Nef-activated human Hck kinase, primary screen, biochemical, Z-Lyte FRET, 384-well, Hck-YEEI; inhibition, % at 20 µM; Tyrosine-protein kinase HCK (Homo sapiens), P08631; AID 463187, 2010; Recombinant Hck-YEEI plus Nef, Z-Lyte FRET kinase assay; 220,000 tested, 0.68% active;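 active = Hck-Nef kinase inhibition above about 50%, limit read from the data; inactive = inhibition below that limit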;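 also: 0% = DMSO with Hck plus Nef and 100% = Hck alone without Nef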
hK5 inh: human KLK5 protease inhibitors, primary screen, biochemical, 1536-well; AID 873, 2007; 210,000 tested, 0.59% active; recombinant hK5, fluorogenic AMC substrate cleavage; inhibition, % at 5 µM;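 active = inhibition of 40% or more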;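 also: 0% = enzyme controls without compound and 100% = no-enzyme blanks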
thrombin 1536: human alpha-thrombin inhibitors, primary screen, counter-screen for coagulation protease inhibitor project, biochemical, 1536-well, fluorogenic AMC substrate; Boc-VPR-AMC fluorogenic substrate cleavage; 220,000 tested, 0.26% active; inhibition, % at 5 µM; Prothrombin (Homo sapiens), P00734; AID 1046, 2008;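 active = inhibition at or above 40%; inactive = inhibition below 40%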;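 also: 0% = enzyme with no compound and 100% = wells without enzyme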
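Material: human alpha-thrombin protein; Also added: Boc-VPR-AMC substrate, 15 µM final; Timing: enzyme reaction carried out at room temperature; Signal: fluorescence, ex 355 nm, em 460 nm; Measure: % inhibition of thrombin; Controls: enzyme without compound as high, wells lacking enzyme as low.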
* marks the source's active call; other numbers are inactive results; [ ] = remark or other dose.

How did Cc1ccccc1NC(=O)C(NS(=O)(=O)c1ccc2c(c1)c(=O)n(C)c(=O)n2C)c1ccccc1 (centres undefined) do in these assays?
Runt-CBFb FRET: -22.3; Runt-SMMHC FRET: 0.6; Wee1 degr inh: 5.8; FXIIa inh 1536: 13.4; FXIa inh: 5.1; 14-3-3 Bad inh: 9.3; Hck Nef HTS: 1.6; hK5 inh: -7.1; thrombin 1536: 2.1

What do the screens show for `CCC(=O)N1N=C(c2c(O)n(C)c(=O)n(C)c2=O)CC1c1ccccc1` (centres undefined)?
Runt-CBFb FRET: 1.7; Runt-SMMHC FRET: 4.7; Wee1 degr inh: 1.6; FXIIa inh 1536: 8.9; FXIa inh: 1.4; 14-3-3 Bad inh: -13.3; Hck Nef HTS: 28.1; hK5 inh: -4.7; thrombin 1536: -4.0

Results for O=C(CCc1ccc(S(=O)(=O)NC2CCCCC2)cc1)NCc1ccccn1 ?
Runt-CBFb FRET: -1.4; Runt-SMMHC FRET: -1.9; Wee1 degr inh: -2.7; FXIIa inh 1536: 1.2; FXIa inh: -5.2; 14-3-3 Bad inh: -12.5; Hck Nef HTS: 19.6; hK5 inh: -8.2; thrombin 1536: 12.2

How did CC1CCC(NC(=O)C(Cc2ccccc2)n2cccc2)CC1 (centres undefined) do in these assays?
Runt-CBFb FRET: -1.1; Runt-SMMHC FRET: 1.2; Wee1 degr inh: -1.6; FXIIa inh 1536: 9.6; FXIa inh: 2.1; 14-3-3 Bad inh: -4.4; Hck Nef HTS: 28.7; hK5 inh: 1.7; thrombin 1536: 0.7

Results for COc1ccc(NC(=O)C2CCCO2)cc1Cl (centres undefined) ?
Runt-CBFb FRET: 1.2; Runt-SMMHC FRET: -3.3; Wee1 degr inh: -2.3; FXIIa inh 1536: 12.1; FXIa inh: 1.1; 14-3-3 Bad inh: -2.6; Hck Nef HTS: 1.0; hK5 inh: -2.8; thrombin 1536: 1.7

How did CCOC(=O)c1[nH]c2ccc(OCC)cc2c1NC(=O)CN1CCN(c2ccccc2)CC1 do in these assays?
Runt-CBFb FRET: -1.8; Runt-SMMHC FRET: -4.2; Wee1 degr inh: -1.6; FXIIa inh 1536: 7.6; FXIa inh: -5.8; 14-3-3 Bad inh: 13.0[fluorescence artefact?]; Hck Nef HTS: 1.6; hK5 inh: -23.8; thrombin 1536: -6.6

How did Cc1nc2ccccc2c(=O)n1/N=C1\C(=O)N(C)c2ccccc21 do in these assays?
Wee1 degr inh: -1.3; FXIIa inh 1536: 4.3; FXIa inh: -3.9; 14-3-3 Bad inh: -4.9; Hck Nef HTS: 15.0; hK5 inh: -0.6; thrombin 1536: -15.9

Results for Cc1noc(/C=C/N(C)C)c1S(=O)(=O)N1CCCC(C(=O)NC2CCCCC2C)C1 (centres undefined) ?
Runt-CBFb FRET: -5.4; Runt-SMMHC FRET: -5.5; Wee1 degr inh: -0.5; FXIIa inh 1536: 10.9; FXIa inh: -3.3; 14-3-3 Bad inh: 8.0[fluorescence artefact?]; Hck Nef HTS: 0.5; hK5 inh: -4.3; thrombin 1536: -5.2

Results for NS(=O)(=O)c1ccc(NC(=S)NNC(=O)c2cccs2)cc1 ?
Runt-CBFb FRET: 29.7; Runt-SMMHC FRET: 10.9; Wee1 degr inh: -1.5; FXIIa inh 1536: 4.4; FXIa inh: -1.2; 14-3-3 Bad inh: 4.5; Hck Nef HTS: 26.6; hK5 inh: -5.6; thrombin 1536: -1.8

How did CCOC(=O)N1CCN(c2c(NC3CCN(Cc4ccccc4)CC3)c(=O)c2=O)CC1 do in these assays?
Runt-CBFb FRET: 0.0; Runt-SMMHC FRET: 1.7; Wee1 degr inh: 0.1; FXIIa inh 1536: 11.1; FXIa inh: 2.4; 14-3-3 Bad inh: 7.7; Hck Nef HTS: 0.4; hK5 inh: -4.0; thrombin 1536: 3.4

Results for COCCNC(=O)Cn1cc(S(=O)(=O)N2CCN(c3ccccc3F)CC2)c2ccccc2c1=O ?
Runt-CBFb FRET: -0.3; Runt-SMMHC FRET: 68.4; Wee1 degr inh: 0.1; FXIIa inh 1536: 6.8; FXIa inh: -4.9; 14-3-3 Bad inh: 1.0; Hck Nef HTS: -6.4; hK5 inh: -1.9; thrombin 1536: -2.8

What do the screens show for `COC(=O)c1c(O)ccc(Oc2ccccc2)c1C(=O)OC`?
Runt-CBFb FRET: -2.2; Runt-SMMHC FRET: 1.5; FXIIa inh 1536: -13.9; FXIa inh: -13.5; 14-3-3 Bad inh: -18.1; hK5 inh: 1.4; thrombin 1536: -2.2

What do the screens show for `Cc1sc2ncnc(OCC(=O)NCC3CCCO3)c2c1C` (centres undefined)?
Runt-CBFb FRET: -0.1; Runt-SMMHC FRET: 2.2; Wee1 degr inh: -1.3; FXIIa inh 1536: 7.7; FXIa inh: 4.9; 14-3-3 Bad inh: -4.5[fluorescence artefact?]; Hck Nef HTS: -0.4; hK5 inh: -5.6; thrombin 1536: -3.0

What do the screens show for `Fc1ccc(CNC(=S)Nc2ccccc2Cl)cc1`?
Runt-CBFb FRET: -0.8; Runt-SMMHC FRET: 0.4; Wee1 degr inh: -1.8; FXIIa inh 1536: 16.7; FXIa inh: 9.8; 14-3-3 Bad inh: -3.5; Hck Nef HTS: 3.1; hK5 inh: -11.1; thrombin 1536: 0.7

Results for COc1ccccc1CN1CCN(Cc2nc(Cc3ccccc3)no2)CC1 ?
Runt-CBFb FRET: 0.0; Runt-SMMHC FRET: -8.9; Wee1 degr inh: -2.4; FXIIa inh 1536: 8.2; FXIa inh: -2.6; 14-3-3 Bad inh: -3.2; Hck Nef HTS: 16.9; hK5 inh: 0.6; thrombin 1536: -1.1

How did COC(=O)Nc1nnc(/C=C/c2ccc(OC)cc2)s1 do in these assays?
Runt-CBFb FRET: -2.9; Runt-SMMHC FRET: -3.0; Wee1 degr inh: -2.3; FXIIa inh 1536: 18.3; FXIa inh: 21.9; 14-3-3 Bad inh: 8.9[fluorescence artefact?]; Hck Nef HTS: 4.7; hK5 inh: -12.0; thrombin 1536: 3.7

What do the screens show for `Cc1oc(/N=C/c2ccc(Cl)cc2Cl)c(C#N)c1C`?
Runt-CBFb FRET: -0.1; Runt-SMMHC FRET: -0.8; Wee1 degr inh: -3.6; FXIIa inh 1536: 8.2; FXIa inh: -4.7; 14-3-3 Bad inh: 0.6; Hck Nef HTS: -5.8; hK5 inh: 12.9; thrombin 1536: -3.7

How did COc1ccc(NC(=O)CN(C)S(=O)(=O)c2ccc(C)cc2)c([N+](=O)[O-])c1 do in these assays?
Runt-CBFb FRET: -19.7; Runt-SMMHC FRET: -100.1; Wee1 degr inh: -0.6; FXIIa inh 1536: 11.7; FXIa inh: 5.1; 14-3-3 Bad inh: 13.6[fluorescence artefact?]; Hck Nef HTS: 0.3; hK5 inh: -8.1; thrombin 1536: -15.5

How did Cc1ccc(Nc2ncccc2C(=O)NCc2cccs2)c(C)c1 do in these assays?
Runt-CBFb FRET: -0.6; Runt-SMMHC FRET: -1.9; Wee1 degr inh: -0.3; FXIIa inh 1536: 6.2; FXIa inh: 1.5; 14-3-3 Bad inh: 5.4; Hck Nef HTS: 0.3; hK5 inh: 0.0; thrombin 1536: -3.1

What do the screens show for `COC(=O)CSC1=C(C#N)C(c2cccc(F)c2)CC(=O)N1` (centres undefined)?
Runt-CBFb FRET: -2.1; Runt-SMMHC FRET: 0.1; Wee1 degr inh: -1.9; FXIIa inh 1536: -9.8; FXIa inh: -4.5; 14-3-3 Bad inh: 4.8; Hck Nef HTS: 1.0; hK5 inh: 2.1; thrombin 1536: -3.7

What do the screens show for `CC1(C(=O)NCCCNc2ncc(C(F)(F)F)cc2Cl)C=CCN1C(=O)c1ccccc1` (centres undefined)?
Runt-CBFb FRET: -2.5; Runt-SMMHC FRET: -0.7; Wee1 degr inh: 3.8; FXIIa inh 1536: 11.8; FXIa inh: 5.1; 14-3-3 Bad inh: 5.7[fluorescence artefact?]; Hck Nef HTS: -0.7; hK5 inh: -18.5; thrombin 1536: -1.0

How did CCN(CC)S(=O)(=O)c1ccc(N(C)Cc2cccnc2)nc1 do in these assays?
Runt-CBFb FRET: -0.7; Runt-SMMHC FRET: -0.6; Wee1 degr inh: -1.5; FXIIa inh 1536: 4.2; FXIa inh: -3.6; 14-3-3 Bad inh: 5.3; Hck Nef HTS: 1.7; hK5 inh: -17.5; thrombin 1536: -0.7

Results for CC(C)c1ccc(CN2CCN(C(=O)CCl)CC2)cc1 ?
Runt-CBFb FRET: -0.6; Runt-SMMHC FRET: 2.5; Wee1 degr inh: -2.4; FXIIa inh 1536: 2.8; FXIa inh: 8.1; 14-3-3 Bad inh: 15.8; Hck Nef HTS: 20.3; hK5 inh: -2.8; thrombin 1536: -0.9

How did O=C(Cn1cnc2ccccc2c1=O)c1c[nH]c2ccccc12 do in these assays?
Runt-CBFb FRET: -1.1; Runt-SMMHC FRET: -1.1; Wee1 degr inh: 0.1; FXIIa inh 1536: 4.6; FXIa inh: 0.5; 14-3-3 Bad inh: -13.0; Hck Nef HTS: -0.7; hK5 inh: 1.3; thrombin 1536: 0.3

Results for Cc1ccc(Cn2c(=O)n(CCC(=O)NCc3ccc4c(c3)OCO4)c(=O)c3ccccc32)cc1 ?
Runt-CBFb FRET: -3.1; Runt-SMMHC FRET: -2.8; Wee1 degr inh: 4.8; FXIIa inh 1536: 6.5; FXIa inh: 1.7; 14-3-3 Bad inh: 3.9; Hck Nef HTS: 36.4; hK5 inh: -12.1; thrombin 1536: 0.7

How did COc1ccc(OC)c(-n2c(N)c(C(=O)NCC3CCCO3)c3nc4ccccc4nc32)c1 (centres undefined) do in these assays?
Runt-CBFb FRET: 15.0; Runt-SMMHC FRET: 34.1; Wee1 degr inh: 0.1; FXIIa inh 1536: -17.9; FXIa inh: -11.3; 14-3-3 Bad inh: -6.0[fluorescence artefact?]; Hck Nef HTS: 29.1; hK5 inh: -119.7; thrombin 1536: -2.2

What do the screens show for `Fc1ccc(CSc2nnc(-c3cccnc3)o2)cc1`?
Runt-CBFb FRET: -1.4; Runt-SMMHC FRET: -2.8; Wee1 degr inh: 0.6; FXIIa inh 1536: 5.5; FXIa inh: -3.5; 14-3-3 Bad inh: -8.9; Hck Nef HTS: 27.5; hK5 inh: 10.2; thrombin 1536: -2.1

Source: PubChem BioAssay (several laboratories)
